# Bioassay records as filed in PubChem BioAssay.
# SR-BI HDL uptake = inhibitors of SR-BI mediated HDL lipid uptake, primary screen, ldlA[mSR-BI] cells, fluorescence, single point | inhibition, % at 12.5 µM | actives 0.96% (n = 320,000) | Scavenger receptor class B member 1 (Mus musculus), Q61009 | AID 488896, 2010 | ldlA[mSR-BI] CHO cells, DiI-HDL uptake fluorescence, 3 h;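 active means mean replicate inhibition of at least 70% and a set share of replicates each scoring 70 or more; inconclusive means meets just one of the two criteria; inactive means fails both criteria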;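 further: 0% = median of neutral control wells and 100% = median of positive control wells; values of inactives mirror those of a sister screen read the other way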
# SR-BI uptake up = activators of SR-BI mediated DiI-HDL uptake, primary screen, ldlA[mSR-BI] CHO cells, DiI fluorescence. actives 0.096% (n = 320,000). AID 504775, 2011. 3 h; 100 = double the neutral-control signal. activation, % at 12.5 µM;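 active means mean replicate activation of at least 60% and every replicate at or above 60%; inconclusive means mean or all-replicate condition met, but not both; inactive means mean below 60% and not all replicates reaching 60%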;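 further: 0% = median plate neutral-control signal and 100% = twice that signal; values of inactives mirror those of a sister screen read the other way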
#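 Material: SR-BI-overexpressing, LDLR-lacking CHO cells; schedule: compound exposure 3 h, 37 °C; reagent: DiI-labelled HDL at 10 µg/mL final; technique: bottom-read fluorescence, 550/595 nm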
# NSD2 HMT inh = NSD2 histone methyltransferase inhibitors, primary screen, biochemical, AlphaScreen, single concentration, set 2 | NSD2 peptide methylation, 120 min | inhibition, % at 12.5 µM | actives 0.54% (n = 310,000); in the data active means inhibition above about 50%
# PvdQ acylase = P. aeruginosa PvdQ acylase inhibitors, primary screen, biochemical, fluorescence, plate reader and imaging, single point | PvdQ acylase [Pseudomonas aeruginosa LESB58] | purified PvdQ acylase | inhibition, % at 10 µM | actives 0.063% (n = 340,000) | AID 488965, 2010; in the data active means inhibition above about 30%, passing the limit was not always enough; inconclusive means no clear call, values can overlap the other calls;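 further: 0% = vehicle neutral wells and 100% = reference inhibitor wells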
# DAGLB inhibitor = DAGLB lipase inhibitors, primary screen, biochemical, fluorescence, HTS | Diacylglycerol lipase-beta (Homo sapiens), Q8NCG7 | HEK293T DAGLB membrane lysate, EnzChek fluorogenic substrate | actives 0.059% (n = 340,000) | inhibition, % at 5.17 µM | AID 504411, 2011; in the data active means inhibition above about 34%;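 further: 0% = enzyme with vehicle and 100% = wells lacking enzyme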
# Target sequence (Q8NCG7 whole entry, looked up): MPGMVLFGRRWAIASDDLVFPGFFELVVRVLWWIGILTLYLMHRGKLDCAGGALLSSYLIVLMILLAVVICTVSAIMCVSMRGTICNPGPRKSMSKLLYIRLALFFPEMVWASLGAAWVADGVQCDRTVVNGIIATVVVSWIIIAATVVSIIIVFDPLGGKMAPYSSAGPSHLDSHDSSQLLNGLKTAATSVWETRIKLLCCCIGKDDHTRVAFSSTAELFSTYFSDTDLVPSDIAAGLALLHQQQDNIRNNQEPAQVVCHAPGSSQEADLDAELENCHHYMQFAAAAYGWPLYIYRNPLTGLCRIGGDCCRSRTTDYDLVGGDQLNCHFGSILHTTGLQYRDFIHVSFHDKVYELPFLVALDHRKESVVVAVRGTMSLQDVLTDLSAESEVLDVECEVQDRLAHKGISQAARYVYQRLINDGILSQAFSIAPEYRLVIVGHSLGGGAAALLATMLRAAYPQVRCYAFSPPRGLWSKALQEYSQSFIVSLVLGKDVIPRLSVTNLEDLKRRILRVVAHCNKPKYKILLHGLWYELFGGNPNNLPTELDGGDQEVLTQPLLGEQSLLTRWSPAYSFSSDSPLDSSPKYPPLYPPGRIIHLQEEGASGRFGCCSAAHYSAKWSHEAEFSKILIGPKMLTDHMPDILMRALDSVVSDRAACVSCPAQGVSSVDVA
# Keap1-Nrf2 PPI = Keap1-Nrf2 protein-protein interaction inhibitors, primary screen, biochemical, fluorescence polarization, single point. Keap1 Kelch-Nrf2 peptide fluorescence polarization, 1536-well. actives 0.15% (n = 340,000). inhibition, % at 9.4 µM. Kelch-like ECH-associated protein 1 (Homo sapiens), Q14145; in the data active means inhibition above about 12%; inconclusive means no clear call, values can overlap the other calls; inactive means below about 7.3%;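 further: human Keap1 Kelch domain with fluorescein labeled Nrf2 9mer peptide probe; 0% = neutral control wells and 100% = peptide positive control; higher means more block of Keap1 binding to Nrf2 peptide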
# C-LANA FP = inhibitors of KSHV C-LANA binding to DNA, primary screen, biochemical, fluorescence polarization, FAM-LBS DNA, MBP-C-LANA, single point. inhibition, % at 9 µM. actives 0.078% (n = 340,000);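 active means highest replicate inhibition at or above 60% at 9 µM, even if other replicates fall short; inactive means all replicates below 60% inhibition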;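 further: 0% = neutral control wells and 100% = 4 µM acridine orange control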
# RTF Ca sens inh = cardiac RTF calcium sensitivity inhibitors, primary screen, biochemical, IANBD-TnC fluorescence, EC70 calcium. AID 493244, 2011. IANBD-labeled cardiac RTF, Ca2+ fluorescence. inhibition, % at 7.15 µM. Troponin I, cardiac muscle (Homo sapiens) + Troponin T, cardiac muscle (Homo sapiens) + …. actives 0.12% (n = 340,000);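 active means inhibition above the mean inhibition of all tested compounds plus 3 SD, cut at about 17% in these data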;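 further: assay run at fixed EC70 calcium of 1.6 mM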
# Arrestin-AP2 inh = inhibitors of beta-arrestin/AP2 binding, primary screen, biochemical, GPCR trafficking, flow cytometry. beta-arrestin 1 C-terminal peptide binding to AP2 beta2-adaptin appendage (human). FITC-arrestin peptide / GST-AP2 beads; AP2 beta2 appendage carries R879A mutation. inhibition, % at 10 µM. actives 0.31% (n = 340,000);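 active means inhibition above a set limit, near 3 SD of compounds lacking own fluorescence, cut at about 54% in these data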;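 further: plate controls were DMSO wells for no effect and 5 µM unlabelled arrestin peptide for full effect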
#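 Test system: GST-tagged AP2 beta2-adaptin appendage (R879A) on 4 µm glutathione beads; also added: fluorescein-tagged arrestin peptide at 50 nM final; timing: 12 min plus 1 h, RT; signal: flow cytometry, FL1 (488/535 nm); read-out: percent drop in bead-associated FITC signal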
# PKA-R2B act = activators of PKA-R2B holoenzyme, primary screen, biochemical, fluorescence polarization, Cy5-IP20, human. AID 504700, 2011. PKA-R2B holoenzyme dissociation; R2B truncated from residue 108, S112A mutant; 0% DMSO only, 100% 113 µM cGMP. actives 0.079% (n = 340,000). activation, % at 11.4 µM;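 active means activation above a cutoff set at the mean over all compounds plus 3 SD, cut at about 18% in these data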;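 further: higher means more holoenzyme dissociation and a rise in polarization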
# Target sequence (P31323 whole entry, looked up, other chains not shown, the tested form may be a part): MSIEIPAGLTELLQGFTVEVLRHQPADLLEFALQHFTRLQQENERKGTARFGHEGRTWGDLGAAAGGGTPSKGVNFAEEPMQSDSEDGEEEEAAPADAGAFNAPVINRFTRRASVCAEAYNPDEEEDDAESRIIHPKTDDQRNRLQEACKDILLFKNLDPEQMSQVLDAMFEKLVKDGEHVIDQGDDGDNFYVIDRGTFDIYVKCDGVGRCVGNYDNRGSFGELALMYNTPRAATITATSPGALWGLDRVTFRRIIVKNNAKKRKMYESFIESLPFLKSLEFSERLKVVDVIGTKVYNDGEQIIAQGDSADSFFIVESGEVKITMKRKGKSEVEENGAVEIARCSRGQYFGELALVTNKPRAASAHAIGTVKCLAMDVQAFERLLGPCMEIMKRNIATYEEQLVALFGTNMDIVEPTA
# * = called active by the depositor; ? = inconclusive; . = not tested or not shown.
SMILES,SR-BI HDL uptake,SR-BI uptake up,NSD2 HMT inh,PvdQ acylase,DAGLB inhibitor,Keap1-Nrf2 PPI,C-LANA FP,RTF Ca sens inh,Arrestin-AP2 inh,PKA-R2B act
Cc1nc2cc(NC(=O)NCCC3=CCCCC3)ccc2o1,-22,22,-1,7,-1,-1,-0.9,2,3,-16
CCOc1ccc(-c2nnn(CC(=O)NCc3ccc(OC)cc3)n2)cc1OCC,28,-28,-4,-5,-3,-1,1.2,-6,-6,6
COc1ccc(/C=C2\N=C(C)N(c3ccc4ccccc4c3)C2=O)cc1OC,21,-21,-2,-8,-1,?,8.3,-7,1,-3
CC1CN(c2ncc(/C=N/NC(=O)c3ccccc3O)s2)CC(C)O1 (configuration not stated),25,-25,.,-5,0,3,0.3,-5,9,-4
O=C(Nc1ccc(S(=O)(=O)N2CCCC2)cc1)c1cccc(OC(F)F)c1,31,-31,24,-2,-2,-2,0.3,1,16,2
COc1ccc(OC)c(S(=O)(=O)NCC(c2ccco2)S(=O)(=O)c2ccccc2)c1 (configuration not stated),1,-1,0,4,-4,-3,0.4,2,49,-1
Cc1ccc2cc(CN(Cc3nnnn3C3CCCC3)C3CCCCC3)c(=O)[nH]c2c1C,-16,16,0,1,0,-2,5.8,2,32,7
Cc1ccc2c(c1)C1C3CCC(C3)C1S(=O)N2 (configuration not stated),-15,15,19,57*,4,-2,2.2,3,-7,-11
CC(=O)c1ccc(NC(=O)CCn2c(=S)oc3ccccc32)cc1,-19,19,-3,17,-1,0,-1.2,-6,-1,-5
CS(=O)(=O)c1ccc(Cl)c(NC(=O)CN2CCCC2c2ccc3c(c2)OCCCO3)c1 (configuration not stated),-32,32,1,-13,4,-8,0.7,-1,-2,-5
O=C(c1ccccn1)N1CCN(c2cccc(C(F)(F)F)c2)CC1,-10,10,-5,-6,0,-4,-0.4,-7,19,0
CCOc1cccc2cc(C(=O)NCc3ccc(Cl)cc3)c(=N)oc12,-32,32,0,-14,3,-2,-0.1,-7,-2,5
CN(C)c1ccc(/C=C/C(=O)c2ccc(O)cc2)cc1[N+](=O)[O-],10,-10,3,-3,7,-1,-0.4,-5,-15,7
COc1ccc(-c2nc3c4ccccc4ccn3c2CN2CCOCC2)cc1OC,25,-25,6,11,3,-1,0.9,3,16,-4
COc1ccc(-c2ccc(SCC(=O)N3c4ccccc4CC3C)nn2)cc1OC (configuration not stated),32,-32,-1,0,-2,-6,0.7,-7,7,-7
Oc1ccc(/C=N/N2CCN(c3ccccn3)CC2)cc1,.,.,2,-8,1,-6,0.2,-4,7,4
O=c1[nH]c(Nc2ccccc2)cc2ccccc12,-8,8,82*,9,-10,1,1.5,-7,17,3
COc1ccc(NC(=O)c2ccc(C)cc2)cc1,-1,1,7,-9,-1,1,1.3,-3,-5,-4
CCN(C(=O)CSc1nnnn1C)c1c(N)n(Cc2ccccc2)c(=O)[nH]c1=O,-30,30,-2,3,2,0,1.6,-3,1,5
CCN(CC(=O)Nc1ccc(NC(C)=O)cc1)C(=O)c1cc(CN2C(=O)c3ccccc3C2=O)ccc1OC,31,-31,3,-13,2,-2,1.4,-5,-6,-7
Cc1cc(-c2ccc(C)c(S(=O)(=O)NCCc3ccc(S(N)(=O)=O)cc3)c2)on1,15,-15,-5,-17,0,-9,-0.2,-4,7,-5
CCOC(=O)C1CCCN(S(=O)(=O)c2ccc(NC(C)=O)cc2)C1 (configuration not stated),8,-8,3,-3,-2,1,-0.9,9,14,-11
Cc1cccc(Cn2c(C(=O)OC(C)C)cc3c2ccn3C)c1,-14,14,12,-11,-6,-6,-0.6,-3,2,-2
CCOC(=O)C1=C(CSc2nc(-c3ccccc3)ccc2C#N)OC(N)=C(C#N)C1c1cccnc1 (configuration not stated),-8,8,39,1,-2,-5,2.2,-18,12,4
Cc1ccccc1NC(=O)Cn1c(NCC(C)O)nc2ccccc21 (configuration not stated),-8,8,-1,8,-2,-4,1.5,7,23,-5
Cc1ccc2cc(CN(CC3CCCO3)C(=S)NCc3ccco3)c(=O)[nH]c2c1 (configuration not stated),-18,18,7,5,4,-11,-0.7,-2,25,-2
Cc1ccc2c(c1)N(CC(=O)N1CCCCC1C)C(=O)CO2 (configuration not stated),-16,16,4,-6,1,3,0.0,-15,-3,-7
O=C(c1ccco1)N1CCN(C(c2cccs2)c2nnnn2C2CCCCC2)CC1 (configuration not stated),7,-7,.,-4,1,-8,1.1,-1,3,-1
CCOc1ccc(CNC(=O)Cn2nc(C)c3c(C)n(-c4ccc(C)cc4)nc3c2=O)cc1,11,-11,-3,-9,3,2,-2.2,-4,-6,-6
O=[N+]([O-])c1cc(-c2cnc3ccccc3n2)ccc1Cl,17,-17,4,2,0,-7,-1.2,-1,36,-5

# A second format for three compounds above.
SMILES | SR-BI HDL uptake | SR-BI uptake up | NSD2 HMT inh | PvdQ acylase | DAGLB inhibitor | Keap1-Nrf2 PPI | C-LANA FP | RTF Ca sens inh | Arrestin-AP2 inh | PKA-R2B act
Cc1cccc(Cn2c(C(=O)OC(C)C)cc3c2ccn3C)c1 | -14 | 14 | 12 | -11 | -6 | -6 | -0.6 | -3 | 2 | -2
CCOC(=O)C1=C(CSc2nc(-c3ccccc3)ccc2C#N)OC(N)=C(C#N)C1c1cccnc1 (configuration not stated) | -8 | 8 | 39 | 1 | -2 | -5 | 2.2 | -18 | 12 | 4
Cc1ccccc1NC(=O)Cn1c(NCC(C)O)nc2ccccc21 (configuration not stated) | -8 | 8 | -1 | 8 | -2 | -4 | 1.5 | 7 | 23 | -5

# Later entries.
SMILES,SR-BI HDL uptake,SR-BI uptake up,NSD2 HMT inh,PvdQ acylase,DAGLB inhibitor,Keap1-Nrf2 PPI,C-LANA FP,RTF Ca sens inh,Arrestin-AP2 inh,PKA-R2B act
CCCC(c1nnnn1CCOC)N(Cc1cc2cc(C)c(C)cc2[nH]c1=O)CC1CCCO1 (configuration not stated),-1,1,3,6,0,1,-1.1,-7,-1,12
COc1cccc(CNS(=O)(=O)/C=C/c2ccc3c(c2)OCO3)c1,17,-17,.,3,0,0,-1.5,4,27,-4
N#Cc1c(NC(=O)CSc2nc3c(c(C(F)(F)F)n2)CCc2ccccc2-3)sc2c1CCCC2,16,-16,1,-8,1,-4,0.4,-2,-10,-9
CCOC(=O)c1sc(NC(=O)c2cccc(S(=O)(=O)N(CC)CC)c2)cc1C,67,-67,2,-12,-3,-2,-1.1,-3,11,-5
COc1ccc(C2c3c(ccc4ccccc34)Oc3ncn4nc(-c5ccco5)nc4c32)cc1OC (configuration not stated),-16,16,1,-8,2,-3,0.7,-8,-7,-2
COc1ccc(NC(=O)C(CCS(C)(=O)=O)N2C(=O)c3ccccc3C2=O)cc1 (configuration not stated),-14,14,-2,3,-1,-4,-0.5,-5,35,3
CN(C1CCS(=O)(=O)C1)S(=O)(=O)c1ccccc1 (configuration not stated),-10,10,-1,-11,-2,-4,0.3,-9,9,-4
CSCCC(NS(=O)(=O)c1ccc2c(c1)oc(=O)n2C)C(=O)NC1CCCc2ccccc21 (configuration not stated),-7,7,.,-12,1,-3,0.3,0,3,-3
CCc1nc(C)cn1S(=O)(=O)c1ccc(Cl)c(Cl)c1Cl,-12,12,-2,4,-2,-3,0.3,2,22,12
COC(=O)c1cccc(NC(=O)C(C)N2C(=O)c3ccccc3C2=O)c1 (configuration not stated),12,-12,-3,-14,-3,-3,1.0,-1,12,-2
Cc1cc(NC(=O)c2c(-c3c(Cl)cccc3Cl)noc2C)n(C)n1,-10,10,-7,-11,2,-6,-0.5,1,0,0
CCCn1nc(C(=O)NC2CCCCCC2)c2ccccc2c1=O,-19,19,-1,-10,0,-2,-1.0,-4,12,-6
Cc1ccc(C(=O)Nc2cccc(Oc3ccccc3)c2)o1,30,-30,-3,-24,-7,-7,-1.1,5,-3,-6
Cc1cc(=O)[nH]c(=S)n1-c1ccccc1,-10,10,-2,-6,2,-2,1.6,3,5,4
COc1cccc(NC(=S)N(CCc2ccc(OC)c(OC)c2)Cc2ccccn2)c1,33,-33,1,-2,0,3,0.6,5,23,7
c1ccc(-n2ncc3c2ncn2nc(-c4ccco4)nc32)cc1,18,-18,.,7,-3,-3,0.1,1,11,-6
COc1ccc(Br)cc1/C=N/NC(=O)c1cccc(S(=O)(=O)N2CCOCC2)c1,82*,-82,7,2,2,6,-0.1,12,5,-7
Cc1cccc(NC(=O)CNC(=O)CCNC(=O)c2ccc(C(C)(C)C)cc2)c1C,13,-13,3,-5,-2,0,0.3,-3,6,-6
Cc1ccc(S(=O)(=O)N2CCC(C(=O)Nc3cc(C(F)(F)F)ccc3N3CCOCC3)CC2)cc1C,39,-39,-1,-9,-4,7,-0.3,-16,6,2
Cc1ccc(CN(C)C(=O)CCNS(=O)(=O)c2ccccc2)o1,-21,21,-4,-15,0,-3,-2.5,-5,4,-5
CCC(C(=O)OC)n1cnc2c(oc3ccccc32)c1=O (configuration not stated),-9,9,-3,6,-1,-6,1.5,3,55*,1
CCCc1cc(=O)[nH]c(SCC(=O)Nc2ncc(S(=O)(=O)c3ccc([N+](=O)[O-])cc3)s2)n1,-16,16,2,10,9,2,1.2,-2,20,7
Cc1cc(C)c2nc(SCC#N)cc(C)c2c1,25,-25,-2,-1,-11,-1,0.4,-1,-7,-6
O=C(CNC(=S)N(CCCN1CCOCC1)Cc1cccs1)NC1CCCCCCC1,2,-2,3,8,-1,-1,1.8,-13,5,4
CCCCNC(=S)Nc1cccc(C(C)=O)c1,-5,5,-4,-1,1,0,-1.9,15,36,4
Cn1c(=O)[nH]c(=O)c2c1nc(N1CCCCC1)n2CCCSc1nc2ccccc2s1,6,-6,-2,-3,8,-3,-1.6,10,-7,-14
